# Screening data as filed in PubChem BioAssay.
# TDP-43 yeast inh = rescues yeast growth from TDP-43 toxicity. Potency, µM (doses to about 46.1 µM), for the others: top-dose growth rescue (activation), usual class: activators. 1.8% of 410,000 active. TDP-43 expressing yeast growth rescue, BacTiter-Glo, 24 h; note: % of control where 0% means no effect; nearly all actives have a fitted effect of over 50% in size
#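 Cell-based yeast growth screen: TDP-43 expression induced in galactose, inoculum OD600=0.02 after raffinose pregrowth to mid-log. Read-out BacTiter-Glo luminescence at 24 hr, 30 deg C; inhibition of toxicity seen as signal increase.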
# FUS suppressor = FUS proteinopathy suppression in yeast | Potency, µM (highest dose often 76.6 µM), without a hit: at the top dose growth rescue (activation), actives largely listed as activators | S. cerevisiae FUS-expressing, growth rescue, OD600, 24 h | 0.24% of 390,000 active;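 note: plate controls were DMSO vehicle for no effect and reference control for full effect; nearly all actives have a fitted effect of over 55% in size; some results filed as inactive show a strong effect at the top dose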
#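 Cultures pregrown in 2.5% raffinose medium are shifted to minimal medium containing 2% galactose to express toxic FUS. Compounds are tested at several concentrations. After 24hr at 30C, growth is quantified at 600 nm absorbance.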
# EPAC2 antagonist = antagonists of human EPAC2. Q8WZA2. AID 720708. Potency, µM (series often up to 114 µM), without a hit: at the top dose activity, negative = inhibition, actives largely listed as inhibitors. EPAC2 GEF exchange of Rap1B-BODIPY-GDP, fluorescence. 0.18% of 360,000 active; note: % is set by controls: 0 for no effect and ±100 for the full control effect; nearly all actives have a fitted effect of over 45% in size; many of its hits are not listed in these tables
# EPAC1 agonist = EPAC1 (human) agonism | O95398 | EPAC1 agonist qHTS, biochemical assay; response scale: 100% = response to 6.5 mM cAMP | Potency, µM (titrated, usually from 154 µM), inactives show at the highest dose activation, hits mostly activators | 0.073% of 360,000 active | AID 720707; note: nearly all actives have a fitted effect of over 60% in size
#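 Read-out is the fluorescence drop as BODIPY-GDP leaves Rap1B (480 nm excitation, 540 nm emission), recorded every 5 minutes over 30 minutes. Reactions held 100 nM EPAC1, 250 nM Rap1B–BODIPY-GDP and 50 uM GDP, with 6.5 mM cAMP setting full activation.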
# EPAC2 agonist = activates human EPAC2 exchange factor; Q8WZA2; EPAC2 activation, biochemical qHTS; response scale: 100% = 6.5 mM cAMP response; Potency, µM (titrated, usually from 154 µM), for the others: at the top dose activation, hits mostly activators; 0.079% of 360,000 active; note: nearly all actives have a fitted effect of over 50% in size
#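 Readout is BODIPY fluorescence (480 nm excitation, 540 nm emission), which falls as labeled GDP is exchanged off Rap1B. EPAC2 at 100 nM acted on 250 nM RAP1B-BODIPY-GDP with 50 uM GDP present.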
# PTHR1 ag = agonists of human PTHR1 parathyroid hormone receptor | Q03431 | HEK293 GP2 PTHR1 cells, GloSensor cAMP luminescence, 1 h | Potency, µM (doses to about 115 µM), for inactives: at the highest dose activation, hits mostly activators | 0.075% of 410,000 active | AID 743266; note: nearly all actives have a fitted effect of over 55% in size; some results filed as inactive show a strong effect at the top dose; inactives centre near -15; many of its hits are not listed in these tables
# Target sequence (Q03431 whole entry, looked up): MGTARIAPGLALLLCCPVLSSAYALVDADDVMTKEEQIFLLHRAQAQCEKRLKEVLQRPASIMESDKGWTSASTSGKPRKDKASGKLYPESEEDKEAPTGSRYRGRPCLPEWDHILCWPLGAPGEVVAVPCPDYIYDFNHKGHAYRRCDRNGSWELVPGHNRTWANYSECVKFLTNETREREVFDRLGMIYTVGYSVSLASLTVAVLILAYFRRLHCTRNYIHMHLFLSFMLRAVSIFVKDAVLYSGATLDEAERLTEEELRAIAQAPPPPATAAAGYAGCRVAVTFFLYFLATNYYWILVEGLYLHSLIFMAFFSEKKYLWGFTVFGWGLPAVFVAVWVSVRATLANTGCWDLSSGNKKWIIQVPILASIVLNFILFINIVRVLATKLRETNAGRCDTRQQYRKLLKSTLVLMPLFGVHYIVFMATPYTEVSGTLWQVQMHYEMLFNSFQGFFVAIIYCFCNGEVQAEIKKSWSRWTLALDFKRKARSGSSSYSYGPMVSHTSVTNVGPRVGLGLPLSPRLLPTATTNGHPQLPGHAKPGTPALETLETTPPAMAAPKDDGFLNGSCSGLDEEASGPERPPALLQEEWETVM
#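 HEK-293-derived GP2 cells expressing PTHR1 and a GloSensor cAMP reporter, 3,000/well, plated overnight, given luciferin plus IBMX (each 0.5 mM as added) for 1 h at 37 °C, then compound for 1 h at 37 °C. Luminescence was read after 15 min at room temperature.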
# aSyn yeast inh = inhibitors of alpha-synuclein toxicity in yeast; Yeast expressing alpha-synuclein, growth rescue, BacTiter-Glo, 24 h; Potency, µM (doses to about 46.1 µM), without a hit: at the highest dose growth rescue (activation), hits mostly activators; 0.14% of 370,000 active; AID 652106; note: % of control where 0% means no effect; nearly all actives have a fitted effect of over 65% in size
#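 Galactose-induced alpha-syn yeast (OD600=0.02, raffinose-pregrown) + pinned cpd, 24 hr, 30 deg C; growth by BacTiter-Glo luminescence. Growth restoration scores as activation.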
# EPAC1 antagonist = blocks human EPAC1 exchange factor; EPAC1 GEF assay, Rap1b-BODIPY-GDP exchange fluorescence; Potency, µM (series often up to 115 µM), for the others: at the top dose activity change, negative = inhibition, usual class: inhibitors; 0.14% of 360,000 active;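 note: plate controls were vehicle for no effect and positive control for full effect; nearly all actives have a fitted effect of over 50% in size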
# Numbers without * were called inactive; i = inactive; u = inconclusive; x = not tested or not shown; [ ] = dose if it differs, or a comment. Calls come from the whole dose curve; as a rule, active = well fitted curve in the direction sought with a large enough effect; inconclusive = small, poorly fitted or top-dose-only effect, or another doubt; inactive = no such curve, though single readings can be large; an effect the other way counts as inactive or inconclusive. Potency is the fitted concentration of half-maximal effect.
SMILES,TDP-43 yeast inh,FUS suppressor,EPAC2 antagonist,EPAC1 agonist,EPAC2 agonist,PTHR1 ag,aSyn yeast inh,EPAC1 antagonist
CCN(CC)C(=O)[C@H]1CC(CC(=O)NCCCOC)C(=O)N2CCc3c([nH]c4ccccc34)[C@]12C (stereo partly drawn),4%,4%,18%,-1%,8%,i,-1%,-11%
COc1ccccc1OCc1nc(C#N)c(NCc2ccco2)o1,9%,-8%,0%,2%,-5%,i,4%,4%
Cc1ccccc1CN1C(=O)CS/C1=N/N=C/c1ccco1,-9%,51%,-18%,12%,24%,-21%,9%,-12%
COc1ccc(COC(=O)Oc2ccc(CNC(C)=O)cc2OC)c([N+](=O)[O-])c1,15%,6%,3%,5%,6%,-49%[inhibitor],0%,-7%
O=[N+]([O-])c1ccc(COc2cccc(CN3CCCCC3)c2)cc1,9%,4%,3%,-17%,-4%,-11%,-4%,8%
O=C(NCc1cccs1)C1CCN(S(=O)(=O)c2ccc(Cl)cc2)CC1,5%,16%,7%,15%,17%,i,12%,-5%
CCCCn1nc2cc(C(=O)NCCc3cccs3)ccc2c1OCC,19%,10%,-4%,15%,5%,-30%[inhibitor],3%,-14%
Cc1c2ccccc2c(C)c2c1ccc1ccccc12,u,8%,-11%,-12%,-3%,-37%[inhibitor],1%,-11%
O=C(Nc1ccc(S(=O)(=O)Nc2ncccn2)cc1)c1cccnc1,11%,-1%,1%,-3%,6%,i,4%,1%
CCOC(=O)Cc1csc(NC(=O)c2ccncc2)n1,5%,u,14%,-6%,4%,-3%[57.5 µM],1%,8%
COc1ccc(/C=C/c2cc[n+](C(=O)Cc3ccccc3)cc2)cc1,5%,9%,12%,2%,2%,-8%,0%,1%
COc1cc2oc3ccc(C#Cc4ccccn4)cc3c(=O)c2cc1OC,9%,-11%,7%,-8%,10%,-23%,13µM*,-3%
O=C(Cn1c(CO)nc2ccccc21)Nc1ccc2c(c1)OCCCO2,-20%,-15%,0%,4%,9%,-23%,-8%,1%
Cc1cc(C)[n+](Cc2ccccc2)cc1C(N)=O,0%,-3%,10%,1%,2%,i,6%,6%
CCc1ccccc1NC1c2ccccc2C(=O)N1c1cccnc1 (stereo not drawn),-14%,18%,-6%,3%,6%,i,0%,6%
CCCCn1c(=O)cc(O)c2ccccc21,13%,21%,2%,-1%,-29%,-11%[57.5 µM],0%,1%
Cc1cc2nc(-c3ccc(SCC(=O)Nc4ccc5c(c4)OCCO5)nc3)[nH]c2cc1C,-27%,32%,1%,25%,18%,-12%,-2%,1%
O=C(COC(=O)CCCN1C(=O)c2cccc3cccc(c23)C1=O)Nc1cccc(C(F)(F)F)c1,3%,x,-6%,-7%,-3%,9%,-6%,-30%
CCOc1ccc(NC(=O)Cc2cccc3ccccc23)c([N+](=O)[O-])c1,-10%,-23%,-6%,-8%,-4%,0%,7%,-2%
O=C(Nc1ccccc1)c1cccc(S(=O)(=O)N2CCCCC2)c1,-2%,9%,10%,2%,-1%,24%,x,6%

# Two compounds drawn at random from the list so far, as already listed:
SMILES,TDP-43 yeast inh,FUS suppressor,EPAC2 antagonist,EPAC1 agonist,EPAC2 agonist,PTHR1 ag,aSyn yeast inh,EPAC1 antagonist
COc1ccccc1OCc1nc(C#N)c(NCc2ccco2)o1,9%,-8%,0%,2%,-5%,i,4%,4%
CCN(CC)C(=O)[C@H]1CC(CC(=O)NCCCOC)C(=O)N2CCc3c([nH]c4ccccc34)[C@]12C (stereo partly drawn),4%,4%,18%,-1%,8%,i,-1%,-11%

# (next part)
SMILES,TDP-43 yeast inh,FUS suppressor,EPAC2 antagonist,EPAC1 agonist,EPAC2 agonist,PTHR1 ag,aSyn yeast inh,EPAC1 antagonist
CCOC(=O)C1(Cc2ccccc2)CCN(Cc2ccc3cc(NC(C)=O)ccc3n2)CC1,2%,11%,-13%,4%,-2%,i,8%,1%
CN=C1SC(CC(=O)Nc2c(C)cccc2C)C(=O)N1/N=C/c1cccs1 (stereo not drawn),-1%,13%,0%,8%,-3%,i,2%,11%
Cc1ccc(CNC(=O)c2cc3c(=O)n(C)c4ccccc4c3n2C)o1,0%,12%,22%,-6%,-5%,-40%[inhibitor],4%,-9%
COCCN1C(=O)N[C@@H](CCc2ccccc2)C(C(C)=O)=C1C,-9%,-1%,11%,5%,0%,i,-5%,-10%
Cc1cc(NC(=O)CSc2nnc(Nc3ccccc3C)s2)no1,2%,-1%,6%,-6%,0%,i,8%,4%
O=C(Oc1ccc(C(=S)N2CCOCC2)cc1)c1cccc([N+](=O)[O-])c1,8%,u,-7%,-3%,8%,-4%,-9%,-17%
Cc1cccc(-n2cnc(C(=O)Nc3cccnc3)c2)n1,-13%,u,18%,1%,0%,i,-6%,6%
CCn1c2ccccc2c2cc(CN3CCN(S(C)(=O)=O)CC3)ccc21,-9%,x,-10%,8%,13%,i,1%,-13%
CCc1ccc(-c2cc3c(=O)n(CC(=O)NCc4ccccc4F)ncn3n2)cc1,-7%,-9%,6%,10%,5%,-14%,-10%,-28%
COc1cc(-c2cc3nc(NCCOc4ccccc4)ccn3n2)cc(OC)c1OC,32µM*,u,-10%,-12%,25%,i,-1%,-14%
O=C(CSc1nc2c([nH]c3ccccc32)c(=O)n1-c1ccc(Cl)cc1)c1ccccc1,2%,-8%,x,x,x,16%,-4%,x
O=S(=O)(c1ccc(F)cc1)N1CCCN(Cc2c(F)cccc2F)CC1,-20%,6%,-8%,13%,17%,i,-6%,8%
CCOC(=O)N=S(N)(=O)c1ccccc1 (stereo not drawn),-9%,3%,5%,0%,0%,i,-11%,12%
Cc1ccc(SCCCCN2C(=O)NC(C)(C)C2=O)cc1,-18%,-1%,5%,0%,5%,-2%[57.5 µM],0%,9%
CCCCC(=O)NC(c1ccco1)c1c(O)ccc2ccccc12 (stereo not drawn),11%,20%,-1%,4%,9%,-4%[57.5 µM],-1%,-6%
CC(C)c1ccc(/C=C2\SC(=O)N(CC(=O)NC3C=CS(=O)(=O)C3)C2=O)cc1 (stereo not drawn),1%,-8%,-10%,-1%,4%,-25%,-4%,-19%
CCCc1c(C(=O)Nc2cc(C(C)(C)C)on2)cnn1-c1ccccc1,-13%,23%,3%,-18%,2%,-20%,-3%,-3%
O=C(O)c1[nH]c2ccc(Cl)cc2c1CC(=O)N1CCN(c2ccccc2)CC1,-1%,x,-6%,1%,4%,-5%,0%,7%
CN(C)c1nc(NCc2ccccc2)nc(N/N=C/c2ccc3c(c2)OCO3)n1,-2%,15%,-4%,13%,0%,i,-1%,2%
O=C(C1CCC1)N1CCc2cc(S(=O)(=O)N3CCN(c4ccccn4)CC3)ccc21,9%,3%,-7%,1%,10%,i,9%,-22%
CC(C)n1nc(C(=O)OCC(=O)c2c[nH]c3ccccc23)c2ccccc2c1=O,-10%,19%,-1%,17%,20%,-38%[inhibitor],-6%,-20%
OCC[C@H]1C[C@@H](O)[C@H](O)[C@]2(CCCc3ccccc3O2)O1,3%,-23%,3%,-19%,2%,-13%,1%,4%
Cc1ccc(NC(=O)Cn2c(=O)ccc3cc(S(=O)(=O)N4CCC(C)CC4)ccc32)cc1Cl,10%,-7%,x,x,x,-21%,-2%,x
CCC(CC)c1nnc(NC(=O)C2CCCO2)s1 (stereo not drawn),1%,-5%,-1%,-4%,-2%,i,0%,14%
COC(=O)CC1C(=O)NCCN1C(=O)c1ccc2oc(C(C)C)nc2c1 (stereo not drawn),2%,-11%,-4%,4%,-4%,i,7%,3%
COc1ccc(/C=C2\N=C3CCCCCN3C2=O)cc1,-7%,-10%,0%,3%,7%,-3%,-14%,18%
O=C1NC(=O)/C(=C\c2ccc(Oc3cnccn3)cc2)S1,5%,-8%,10%,3%,9%,-13%,0%,2%
COc1ccc(S(=O)(=O)Cc2ccc(C(=O)O)o2)cc1,10%,-8%,5%,-3%,-6%,u,11%,14%
COc1ccc(NC(C)C(=O)Nc2cc(C(F)(F)F)ccc2N2CCOCC2)c(OC)c1 (stereo not drawn),u,u,-4%,2%,8%,-7%,6%,-17%
Cc1cc(C)n(-c2ccc(S(N)(=O)=O)cc2[N+](=O)[O-])n1,x,-5%,5%,8%,6%,-2%,1%,-28%
Cc1cc(C(F)(F)F)nc(SCC(=O)Nc2c(C)n(C)n(-c3ccccc3)c2=O)n1,-7%,0%,1%,-1%,2%,28%,3%,6%
CCCCc1nnc(NC(=O)CCSc2ccccc2)s1,-21%,20%,0%,5%,3%,i,3%,-4%
NC1=NC(=Nc2cccc(Cl)c2)c2ccccc21,u,18%,-5%,8%,7%,i,0%,2%
COc1ccc(C(=O)NN=C(Cc2ccccc2)Cc2ccccc2)cc1OC,-9%,x,7%,-4%,14%,i,1%,5%
COc1ccccc1C(=O)Nc1ccc2nc3n(c(=O)c2c1)CCCC3,-2%,-11%,-8%,-16%,-7%,i,3%,-1%
COc1cccc(-c2nn[nH]n2)c1O,0%,2%,4%,-2%,-1%,i,-9%,-5%
O=C(CSc1nnc(-c2ccncc2)n1Cc1ccco1)Nc1nc(-c2ccccc2)cs1,-2%,1%,18%,-4%,-12%,-33%[inhibitor],3%,8%
COc1cc(Cc2nccc3cc(OC)c(OC)cc23)c(NC(C)=O)cc1OC,1%,-1%,-4%,6%,5%,i,2%,-1%
O=C(CSc1nc(=O)n(CCN2CCOCC2)c2c1CCC2)Nc1ccc(OC(F)(F)F)cc1,-21%,13%,3%,3%,3%,-29%,8%,-12%
COC(=O)C1=C(C)N(Cc2ccccc2)C(=NCc2ccccc2)N[C@H]1c1cccc(F)c1,15%,16%,4%,1%,8%,-15%,3%,-7%
O=S(=O)(c1cccc(C(F)(F)F)c1)N1CCN(c2nnnn2-c2ccccc2)CC1,4%,23%,-3%,3%,-2%,i,1%,-8%
CC(Oc1ccc2c3c(c(=O)oc2c1)CCCC3)C(=O)NC1CC(C)(C)NC(C)(C)C1 (stereo not drawn),-4%,3%,-2%,12%,3%,i,2%,2%
CNc1nc(-c2c(C)[nH]c3ccc(OC)cc23)cs1,-12%,u,2%,7%,11%,-3%,-5%,-20%

# Quoted from the listing.
# CNc1nc(-c2c(C)[nH]c3ccc(OC)cc23)cs1 – EPAC2 antagonist = 2%
# Cc1cc(C)n(-c2ccc(S(N)(=O)=O)cc2[N+](=O)[O-])n1 – PTHR1 ag = -2%

# Not all compounds are listed; the hit share may differ from the screen's.
